SRC2 inh: inhibition of GAL4-SRC2 driven luciferase reporter, primary screen, SRC2 inhibitor project, cell-based, luminescence; Nuclear receptor coactivator 2 (Homo sapiens), Q15596; inhibition, % at 9 µM; HEK293 GAL4-SRC2 luciferase reporter; 370,000 tested, 0.17% active;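 active = inhibition above the mean inhibition of all tested compounds plus 3 SD, set per campaign, cut at about 52% in these data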;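 also: 0% = DMSO treated cells and 100% = cells given Gossypol at 36 µM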
NCOA1 inh: SRC1 coactivator transcriptional activity inhibitors, primary screen, cell-based, luminescence | Nuclear receptor coactivator 1 (Homo sapiens), Q15788 | HEK293 GAL4-SRC1 luciferase reporter | inhibition, % at 3.6 µM | 360,000 tested, 0.12% active;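 active = inhibition above the campaign mean plus 3 SD, with each screening campaign given its own cutoff, cut at about 60% in these data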;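 also: 0% = DMSO treated cells and 100% = gossypol at 36 µM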
LRH-1 inv ag: LRH-1 (NR5A2) inverse agonists, primary screen, cell-based, luminescence, HEK293T, StAR-luciferase reporter. Nuclear receptor subfamily 5 group A member 2 (Homo sapiens), O00482. LRH-1 transfected, 24 h. inhibition, % at 3.6 µM. 360,000 tested, 0.13% active. AID 602396, 2012;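 active = inhibition above the mean inhibition of all tested compounds plus 3 SD, cut at about 73% in these data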;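 also: 0% = DMSO wells and 100% = reporter-only cells lacking LRH-1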
SRC3 inh: SRC3 coactivator transcriptional activity inhibitors, primary screen, cell-based, luminescence; inhibition, % at 3.6 µM; Nuclear receptor coactivator 3 (Homo sapiens), Q9Y6Q9; HEK293 GAL4-SRC3 luciferase reporter; 360,000 tested, 0.17% active;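 active = inhibition above a per-campaign cutoff, the mean of all compounds plus 3 SD, cut at about 60% in these data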;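 also: 0% = DMSO-treated cells and 100% = gossypol-treated cells at 36 µM; higher means less SRC3-driven luciferase light from the GAL4 reporter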
Target sequence (Q9Y6Q9 whole entry, looked up, the tested form may be a part): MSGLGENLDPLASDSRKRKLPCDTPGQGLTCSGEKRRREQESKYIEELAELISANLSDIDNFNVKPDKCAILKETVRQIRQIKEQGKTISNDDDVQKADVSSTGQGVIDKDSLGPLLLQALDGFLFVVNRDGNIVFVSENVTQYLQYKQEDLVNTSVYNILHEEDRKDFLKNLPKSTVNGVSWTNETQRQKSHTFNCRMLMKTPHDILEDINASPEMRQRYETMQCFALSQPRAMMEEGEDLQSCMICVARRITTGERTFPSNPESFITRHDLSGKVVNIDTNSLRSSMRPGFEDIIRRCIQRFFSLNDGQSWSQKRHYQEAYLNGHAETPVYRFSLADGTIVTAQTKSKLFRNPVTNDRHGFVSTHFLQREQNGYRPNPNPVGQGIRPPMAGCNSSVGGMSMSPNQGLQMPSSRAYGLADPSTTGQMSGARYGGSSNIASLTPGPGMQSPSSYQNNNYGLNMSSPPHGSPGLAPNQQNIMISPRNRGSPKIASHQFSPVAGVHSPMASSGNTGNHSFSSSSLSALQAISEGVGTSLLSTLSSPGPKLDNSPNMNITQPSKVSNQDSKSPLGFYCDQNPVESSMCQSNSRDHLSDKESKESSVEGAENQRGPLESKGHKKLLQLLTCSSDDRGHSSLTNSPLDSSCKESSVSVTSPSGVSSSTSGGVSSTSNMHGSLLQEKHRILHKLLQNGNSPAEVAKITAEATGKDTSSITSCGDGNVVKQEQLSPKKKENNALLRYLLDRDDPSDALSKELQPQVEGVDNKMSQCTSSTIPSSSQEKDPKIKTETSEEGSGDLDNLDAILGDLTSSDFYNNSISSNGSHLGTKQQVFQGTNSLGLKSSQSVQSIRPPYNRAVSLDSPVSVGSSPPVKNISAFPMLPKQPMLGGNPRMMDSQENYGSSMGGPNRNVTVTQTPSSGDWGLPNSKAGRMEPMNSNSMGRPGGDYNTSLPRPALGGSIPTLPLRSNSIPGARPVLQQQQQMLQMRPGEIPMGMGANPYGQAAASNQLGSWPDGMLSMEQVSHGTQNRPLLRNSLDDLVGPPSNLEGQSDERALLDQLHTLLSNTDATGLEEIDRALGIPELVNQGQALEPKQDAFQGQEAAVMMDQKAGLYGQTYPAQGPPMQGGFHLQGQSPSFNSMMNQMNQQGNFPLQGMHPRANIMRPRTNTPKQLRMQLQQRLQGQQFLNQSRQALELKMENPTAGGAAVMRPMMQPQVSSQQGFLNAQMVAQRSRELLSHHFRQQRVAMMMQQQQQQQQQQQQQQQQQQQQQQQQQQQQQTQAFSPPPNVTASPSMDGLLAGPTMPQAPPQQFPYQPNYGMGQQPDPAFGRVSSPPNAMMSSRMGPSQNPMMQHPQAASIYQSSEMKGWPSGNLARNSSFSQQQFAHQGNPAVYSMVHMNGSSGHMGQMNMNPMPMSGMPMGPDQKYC
NOD2 RIPK2 PPI: NOD2-RIPK2 binding disruptors in cells, primary screen, fluorescence, CHO cells, BLA complementation; 360,000 tested, 0.38% active; AID 624267, 2012; CCF4 ratio; inhibition, % at 4.98 µM; in the data active = inhibition above about 21%;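 also: 0% = vehicle only and 100% = reference blocker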
TRAIL sens C8: viability loss with TRAIL in NB7+C8 cells, primary screen, TRAIL sensitizer project, cell-based, ATPlite luminescence. inhibition (viability loss, TRAIL sensitization), % at 10 µM. 360,000 tested, 1% active;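 active = compounds causing at least 50% loss of cell viability in the single-dose screen, relative to plate controls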
NR2F2 inh: NR2F2 transcriptional activity inhibitors, primary screen, cell-based, luciferase reporter, HEK293T, luminescence; COUP transcription factor 2 (Homo sapiens), P24468; HEK293T NGFI-A luciferase reporter; inhibition, % at 8.6 µM; 370,000 tested, 0.7% active;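 active = inhibition above a per-plate cutoff, mean inhibition of test wells between control levels plus 3 SD, cut at about 38% in these data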;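 also: cells cotransfected with COUP-TFII expression vector driving the NGFI-A reporter; 0% = median of COUP-TF2 test wells and 100% = reporter-only cells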
TLR9-MyD88 block: inhibitors of TLR9-MyD88 association in cells, primary screen, cell-based, CHO, BLA complementation, fluorescence; Toll-like receptor 9 (Homo sapiens) + Myeloid differentiation primary response protein …; CCF4 FRET ratio; inhibition, % at 4.98 µM; 340,000 tested, 0.21% active; AID 504734, 2011;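 active = inhibition above the mean over all tested compounds plus 3 SD, cut at about 21% in these data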;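 also: 0% = DMSO only wells and 100% = clavulanate BLA inhibitor control wells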
Vif imaging: HIV Vif self-association inhibitors, primary screen, imaging, HEK293T, single point; HEK293T cells, Vif self-association by quenched fluorescence, 24 h; inhibition, % at 7.49 µM; 340,000 tested, 0.35% active; AID 602346, 2012; in the data active = inhibition above about 50%, passing the limit was not always enough; also: some results filed as inactive read as strong as hits
TROY signal inh: inhibitors of TROY-driven NF-kB signaling, primary screen, Q293 LMP1-TROYcd cells, NF-kB luciferase, uHTS. 360,000 tested, 0.98% active. AID 1347056, 2019. Q293 LMP1-TROYcd NF-kB luciferase reporter, 4 h. inhibition, % at 10 µM;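 active = compounds whose plate-normalised and pattern-corrected inhibition of the luciferase reporter signal at the single screening dose is 50% or more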
EBV LMP1 NFkB: EBV LMP1-driven NF-kappaB luciferase reporter inhibitors, primary screen, cell-based, luminescence, single point. LMP1-induced NF-kappaB luciferase reporter cells. inhibition, % at 12.5 µM. 350,000 tested, 0.69% active; in the data active = inhibition above about 41%;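 also: 0% = neutral control wells and 100% = reference inhibitor control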
* = called active by the depositor; · = not tested or not shown; & = joins results of further samples. A portion of the library; count on the stated rates, not on these rows.

SMILES	SRC2 inh	NCOA1 inh	LRH-1 inv ag	SRC3 inh	NOD2 RIPK2 PPI	TRAIL sens C8	NR2F2 inh	TLR9-MyD88 block	Vif imaging	TROY signal inh	EBV LMP1 NFkB
CCOC(=O)c1ccc(NC(=O)N2C3CCCC2CC(NC(C)=O)C3)cc1 (stereo not drawn)	-27.7	9.6	-7.7	6.3	0.6	-6.8	-10.7	0.5	-2.7	-9.3	0.9
O=C1N=c2ccccc2=C1c1[nH]c(=S)[nH]c1O	0.5	-4.7	-15.1	-5.3	-15.0	5.1	6.0	-0.3	-3.7	-19.9	-8.2
CCc1ccc(C(=O)N2CCC(c3nc4ccccc4s3)CC2)cc1	-11.0	8.7	-14.6	8.7	-6.3	-0.7	1.6	3.1	-0.3	7.5	1.3
CCOc1ccccc1NC(=O)c1ccc2c(c1)C(=O)N(CC(C)C)C2=O	12.0	7.7	-2.9	-44.9	-13.0	-17.9	-17.1	0.1	1.3	21.7	-1.8
COC(=O)c1ccccc1COn1c(=O)c(C)[n+]([O-])c2ccccc21	3.3	-7.3	11.0	10.2	0.1	-2.0	8.6	1.3	-9.7	-20.2	-2.6
c1ccc(CCNc2ccccn2)nc1	-27.6	-16.1	-56.6	-9.8	-1.1	-1.1	-12.2	-5.9	-1.4	-32.3	-8.1
CCOC(=O)C1C(=O)C=C(c2ccc(C)cc2)CC1c1ccco1 (stereo not drawn)	-6.6	-13.9	-20.5	-14.7	-4.6	16.3	-12.7	-8.0	2.2	-34.2	47.7*
CCN(CC)c1ccc(NC(=O)C2CC3CCC2C3)cc1 (stereo not drawn)	-9.5	-46.5	-40.4	-26.5	-5.3	-4.7	-23.9	1.0	-52.6	-24.8	-24.7
CCOCCCNC(=O)Cn1nc(Cc2ccncc2)c2ccccc2c1=O	-16.4	8.6	15.5	-1.6	1.9	-4.8	-15.6	7.5	0.7	-2.0	4.9
COc1ccccc1CNC(=O)CCNC(=O)C1CCN(S(=O)(=O)c2ccccc2)CC1	-15.0	-6.8	-8.7	2.6	6.7	-4.4	2.3	3.6	6.0	1.4	-4.5
COc1ccccc1NC(=S)NC(=O)CCc1ccccc1	-4.1	-6.4	7.4	-15.9	3.4	5.6	15.2	9.9	-1.7	-6.1	-5.5
Cc1ccc(-c2c[n+]3c(n2-c2ccccc2)CCC3)cc1	30.1	31.1	29.4	31.5	-2.0	3.5	60.5*	6.9	-9.2	11.5	18.9
CC1(C)C(=S)N(Cc2ccccc2)c2ccccc21	23.5	-9.0	3.5	12.9	8.7	3.8	2.6	3.3	-3.7	-1.0	-1.1
O=C(Cn1c[n+](CC(=O)c2ccc([N+](=O)[O-])cc2)cn1)c1ccc([N+](=O)[O-])cc1	14.5&-32.9	-12.3&-48.9	-26.1&-8.9	8.4&19.7	-4.0&3.8	13.8&-5.0	-9.8&4.4	2.1&0.9	3.8&-4.1	-2.5&-4.3	-4.6&-1.9
CC1CCC2(CC1)NC(=O)N(Cc1cccc(C(F)(F)F)c1)C2=O (stereo not drawn)	11.8	-0.9	9.3	1.4	0.1	-6.1	8.8	-14.6	-3.9	9.7	3.8
CCCn1c(SCC(=O)Nc2ccc(OC)cc2[N+](=O)[O-])n[nH]c1=O	2.4	-0.2	8.3	-0.9	-6.7	-9.6	10.0	12.6	-4.0	6.9	-0.4
CCCCN(C=O)c1c(CC)nc2ccc(C(=O)N(C)Cc3ccco3)cn12	-33.1	9.6	8.2	3.4	-9.7	-18.0	-2.8	·	5.8	-10.3	·
Cc1ccc([N+](=O)[O-])cc1S(=O)(=O)Nc1cccc(S(=O)(=O)NC2=NCCC2)c1	3.1	0.5	-7.6	-5.5	-20.0	-17.3	-10.7	-7.1	-21.5	0.6	1.4
CCC(=O)c1ccc(Oc2ccc(C(=O)c3ccc(C)cc3)cc2[N+](=O)[O-])cc1	-28.0	-6.3	16.0	1.0	-6.7	-4.4	-2.6	8.4	-4.4	7.4	4.3
CCN1CCCC(OC(=O)C(c2ccccc2)c2ccccc2)C1 (stereo not drawn)	-16.7	-28.1	8.3	10.5	1.6	7.1	-4.0	3.2	-3.4	0.9	-12.7
CC1C(=O)N2CCCc3cc(NC(=O)C(=O)NCCN4CCOCC4)cc1c32 (stereo not drawn)	-15.1	-2.9	-8.0	-5.1	-9.6	3.3	-30.8	5.7	3.7	-3.3	-2.0
CCOC(=O)c1cc2sc(C)cc2n1CC(=O)NCc1ccc(F)cc1	-15.6	-8.5	7.5	-19.4	-10.3	-19.3	10.2	2.4	-1.6	1.5	2.7
CNC(=O)c1c(NC(=O)CCS(=O)(=O)c2ccccc2)sc2c1CCN(C(=O)OC)C2	-9.3	21.6	6.4	-9.2	2.8	-3.5	-14.5	-16.3	·	15.9	0.0
COc1ccc(NC(=S)Nc2ncccc2C)c(OC)c1	-14.3	-62.8	-51.5	-24.1	-0.9	-3.4	-46.6	-12.4	-7.6	-79.0	-23.9
COc1cccc(CN(C)Cc2cc(=O)oc3c(C)c(C)ccc23)c1	4.5	-57.8	-11.2	-139.1	-6.1	9.5	-12.0	1.2	-4.2	-4.8	22.7

Reprinted from the part before: 4 entries, then new ones.
SMILES	SRC2 inh	NCOA1 inh	LRH-1 inv ag	SRC3 inh	NOD2 RIPK2 PPI	TRAIL sens C8	NR2F2 inh	TLR9-MyD88 block	Vif imaging	TROY signal inh	EBV LMP1 NFkB
CCOC(=O)c1cc2sc(C)cc2n1CC(=O)NCc1ccc(F)cc1	-15.6	-8.5	7.5	-19.4	-10.3	-19.3	10.2	2.4	-1.6	1.5	2.7
CNC(=O)c1c(NC(=O)CCS(=O)(=O)c2ccccc2)sc2c1CCN(C(=O)OC)C2	-9.3	21.6	6.4	-9.2	2.8	-3.5	-14.5	-16.3	·	15.9	0.0
COc1ccc(NC(=S)Nc2ncccc2C)c(OC)c1	-14.3	-62.8	-51.5	-24.1	-0.9	-3.4	-46.6	-12.4	-7.6	-79.0	-23.9
COc1cccc(CN(C)Cc2cc(=O)oc3c(C)c(C)ccc23)c1	4.5	-57.8	-11.2	-139.1	-6.1	9.5	-12.0	1.2	-4.2	-4.8	22.7
Cc1cc2oc(C(=O)NCCc3ccc(S(N)(=O)=O)cc3)cc(=O)c2cc1C	-15.4	2.8	-3.9	-3.0	-1.6	11.5	3.8	0.1	-3.3	7.7	3.1
COC(=O)CNC(=O)COC(=O)c1ccc(OC)c([N+](=O)[O-])c1	23.5	-4.5	3.5	-6.3	-9.1	-10.0	-8.8	-7.3	3.9	2.3	-0.8
O=C(Nc1ccccc1N1CCN(C(=O)c2ccc(Cl)cc2)CC1)c1ccc([N+](=O)[O-])o1	·	-9.4	31.8	-6.4	-3.2	24.1	·	-17.0	-0.8	-19.5	-7.7
CC(=O)COc1cc(C)cc2oc(=O)cc(-c3ccccc3)c12	7.7	-2.9	-3.6	15.7	-0.8	6.9	-2.0	-4.9	-10.9	-20.4	-11.0
C=C(C)COc1ccc(-c2n[nH]c(C)c2-c2ccccc2)c(O)c1	13.7	-6.4	16.5	12.6	2.2	16.8	2.0	5.2	4.1	20.6	12.7
COCCN(C(=O)COC(=O)CSc1ccc2ccccc2c1)c1c(N)n(Cc2ccccc2)c(=O)[nH]c1=O	-33.3	-6.4	19.1	3.4	-19.3	-3.6	6.6	-1.8	0.6	23.0	-4.2
Cc1cc(C)cc(NC(=O)c2ccc(S(=O)(=O)N(C)CC3CCCO3)cc2)c1 (stereo not drawn)	14.1	18.5	-8.9	-4.2	-2.3	-5.7	16.1	-2.0	·	14.8	-2.7
Cc1cc(C)c(-n2nnnc2SCC(=O)c2cccs2)c(C)c1	12.5	19.1	14.0	11.9	-5.2	-6.2	5.5	-5.8	-0.5	13.6	5.2
Cc1ccc(C)c(N2CCN(C(=O)CCc3nc(-c4cccc(Cl)c4)no3)CC2)c1	-77.2	-88.7	-120.9	-104.4	-0.9	3.2	-28.8	-8.6	·	-62.2	-25.4
O=C(Nc1ccc(CN2CCOCC2)cc1)c1ccc2ccccc2c1	-27.5	-60.0	-116.8	-59.8	9.7	22.8	-10.6	-10.6	-11.2	5.0	-25.9
COc1ccc2nc(N3C(=O)C(O)=C(C(=O)c4ccco4)C3c3ccc(C)o3)sc2c1 (stereo not drawn)	-29.1	-41.5	-38.2	-12.8	-17.1	-3.4	-18.4	2.6	-13.0	-38.5	10.8
CCOC(=O)c1cnn(C)c1NC(=O)c1ccc(Cl)cc1Cl	·	-3.2	5.3	-10.9	3.0	16.1	·	-3.0	·	-5.8	8.8
CNCCCOc1cc(C)cc(C)c1C	-5.2	13.5	4.2	-12.3	-3.0	6.4	-16.0	-0.5	5.9	3.3	1.2
Cc1cc(=O)oc2c1c(C(F)(F)F)nn2-c1ccccc1	-29.8	5.2	-8.2	18.9	-11.1	-4.1	-0.9	·	37.5	-1.1	0.1
CC1CCN(S(=O)(=O)c2cc([N+](=O)[O-])ccc2Cl)CC1	28.2	1.7	3.2	14.5	-10.9	-3.3	-3.5	1.2	2.2	3.6	-7.2
COc1ccccc1-c1nc(S(=O)(=O)c2ccccc2)c(N2CCCCC2)o1	-3.1	-25.4	-28.3	-1.6	-3.2	-4.0	-31.1	-4.8	-0.2	-0.3	-3.5
CCN(CC)C(=O)CSc1nc(-c2ccco2)cc(C(F)(F)F)c1C#N	24.5	1.5	-14.8	-7.6	4.4	-2.3	-0.3	3.7	·	-4.1	12.0
Cc1cc(C)n2ncc(/C(N)=N/OC(=O)Nc3ccc(Cl)cc3)c2n1	23.9	4.6	-17.5	5.2	-8.7	3.5	3.9	·	-3.6	-44.6	-5.8
CS/C(N)=N/N=C/c1cc(C)ccc1O	-112.1	-110.4	-122.5	-68.5	0.1	64.4*	-42.1	2.8	-0.6	-28.4	-25.2
COc1ccc(/C=C/C(=O)NCCCN2CCCC2)cc1	21.3	4.4	-13.6	-14.0	-7.3	2.6	4.7	-6.8	5.5	17.5	-2.2
O=C(c1ccccc1NS(=O)(=O)c1cccc([N+](=O)[O-])c1)N1CCCC1	-2.6	3.8	8.7	10.1	-2.1	-4.3	5.1	-11.3	-0.3	6.9	-4.4
CC(OC(=O)c1nccnc1N)C(=O)Nc1ccc(S(=O)(=O)N2CCCC2)cc1 (stereo not drawn)	12.7	-11.1	14.6	-38.0	-18.2	7.4	2.5	4.0	-3.5	-5.3	-2.6
O=C(CN1CC[n+]2c(-c3cccs3)csc21)c1ccc(Br)cc1	-21.1	-13.7	33.6	-7.4	12.8	1.3	-7.2	19.8	0.4&-8.2	-1.0	-3.3
COc1ccccc1NC(=O)c1cc2ccc(O)cc2o/c1=N\O	-10.3	-24.3	-27.7	-16.9	-14.2	10.6	-28.4	7.0	-9.1	-29.1	-12.6
